Source: PubChem (several laboratories)
Rev-erbA mod – Rev-erb alpha (human) modulation | P20393 | 370,000 compounds, 0.79% hits | Rev-erbα–FITC-DNA binding, fluorescence polarization, 90 min | activity, % at 10 µM | AID 1259318;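 active = activity above about 14%, limit read from the data; passing the limit was not always enough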;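 note: 0% = DMSO wells with 35 nM protein and 100% = DMSO wells with 750 nM protein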
Target sequence (P20393 whole entry, looked up): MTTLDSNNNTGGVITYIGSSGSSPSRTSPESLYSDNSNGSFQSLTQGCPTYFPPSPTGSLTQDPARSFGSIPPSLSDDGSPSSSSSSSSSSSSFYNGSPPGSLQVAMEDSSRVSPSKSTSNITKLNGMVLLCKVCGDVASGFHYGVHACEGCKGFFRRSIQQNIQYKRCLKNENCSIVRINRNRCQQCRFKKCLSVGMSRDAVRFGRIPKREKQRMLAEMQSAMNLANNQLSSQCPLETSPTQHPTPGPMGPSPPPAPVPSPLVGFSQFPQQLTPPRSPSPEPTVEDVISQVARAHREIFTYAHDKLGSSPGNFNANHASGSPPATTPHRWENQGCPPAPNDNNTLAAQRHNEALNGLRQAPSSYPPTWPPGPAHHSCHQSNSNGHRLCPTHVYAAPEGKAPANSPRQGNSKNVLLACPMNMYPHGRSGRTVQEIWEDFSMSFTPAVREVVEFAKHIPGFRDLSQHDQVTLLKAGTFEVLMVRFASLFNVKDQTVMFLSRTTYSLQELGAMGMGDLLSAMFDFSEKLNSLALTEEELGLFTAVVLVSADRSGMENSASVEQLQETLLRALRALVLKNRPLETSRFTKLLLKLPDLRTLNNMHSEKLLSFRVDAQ
TDP2 absorb – blocks human TDP2 phosphodiesterase activity | recombinant TDP2, T5PNP hydrolysis, p-nitrophenol absorbance 415 nm | inhibition, % at 12.8 µM | 370,000 compounds, 0.34% hits;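 active = inhibition above the mean of all tested compounds plus 3 SD, set per campaign, cut at about 25% in these data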;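 note: 0% = DMSO with enzyme and 100% = buffer with substrate but no TDP2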
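System: recombinant human TDP2 / Amount: 120 nM TDP2 per well / Also added: 5 mM T5PNP chromogenic substrate / Doses: 12.8 µM single point, 1% DMSO / Incubation: 2 h at 37 °C / Detection: p-Nitrophenol epi absorbance / Evaluation: % inhibition relative to enzyme-containing and enzyme-free wells / Repeats: singlicate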
TCR-CD3 inh – blocks the human TCR-CD3 interaction. TAMRA-labeled TCR probe fluorescence, biochemical. inhibition, % at 9.4 µM. 360,000 compounds, 0.37% hits; in the data active = inhibition above about 19%;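 note: recombinant mutant TCR 2C K166C tagged with TAMRA read by polarization; 0% = receptor in buffer alone and 100% = receptor with positive control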
ABHD4 inh – inhibitors of mouse ABHD4; purified mABHD4, FP-Rh probe fluorescence polarization; inhibition, % at 8.92 µM; 370,000 compounds, 0.54% hits;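 active = inhibition exceeding the mean over every tested compound plus 3 SD, cut at about 30% in these data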;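 note: 0% = plate median of compound wells and 100% = S159A mutant with DMSO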
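Assay system: wild-type mouse ABHD4 protein; compound: single nominal dose of 8.92 µM, 0.89% DMSO final; schedule: 45 min + 60 min at 25 °C; measured by: FP readout, ex 525 nm / em 598 nm; evaluation: % inhibition of FP-Rh probe binding versus controls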
rCAG RNA binder – molecules binding r(CAG) RNA repeats; 370,000 compounds, 1.3% hits; r(CAG) RNA repeat, TO-PRO-1 dye displacement fluorescence; inhibition, % at 3 µM;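 active = inhibition above the plate cutoff, the mean of all test compounds on that plate plus 3 SD, cut at about 35% in these data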;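 note: 0% = DMSO alone and 100% = 100 µM mitoxantrone as full dye displacement; higher means more dye released from RNA so lower well fluorescence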
HTRA1 inh – blocks human HTRA1 serine peptidase; Q92743; recombinant HTRA1, FP-rhodamine activity-based probe, fluorescence polarization; inhibition, % at 5.96 µM; 340,000 compounds, 0.5% hits; AID 504803; in the data active = inhibition above about 36%;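 note: 0% = enzyme with DMSO and 100% = wells lacking enzyme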
Target sequence (Q92743 whole entry, looked up): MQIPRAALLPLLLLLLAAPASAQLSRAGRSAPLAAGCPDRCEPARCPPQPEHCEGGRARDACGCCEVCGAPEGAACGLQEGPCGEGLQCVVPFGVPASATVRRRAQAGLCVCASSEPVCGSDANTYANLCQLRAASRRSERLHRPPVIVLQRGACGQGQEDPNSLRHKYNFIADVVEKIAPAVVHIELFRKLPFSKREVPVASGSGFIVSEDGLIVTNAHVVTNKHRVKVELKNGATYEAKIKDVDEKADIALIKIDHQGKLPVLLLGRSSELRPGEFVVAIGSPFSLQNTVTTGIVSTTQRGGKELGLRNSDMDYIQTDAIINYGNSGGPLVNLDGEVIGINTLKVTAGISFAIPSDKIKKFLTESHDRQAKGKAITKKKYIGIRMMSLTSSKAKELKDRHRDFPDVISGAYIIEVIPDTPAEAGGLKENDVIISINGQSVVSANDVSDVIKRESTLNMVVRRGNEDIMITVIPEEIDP
LEDGF integ inh – blocks HIV-1 LEDGF/p75-dependent DNA integration | TR-FRET IN-LEDGF/p75 DNA integration, Eu/Cy5 | inhibition, % at 3.7 µM | 370,000 compounds, 0.64% hits | AID 743269;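 active = inhibition above the screen-wide mean plus 3 SD, cut at about 13% in these data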;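 note: signal is the Cy5 over europium emission ratio at 671 and 618 nm; 0% = plate median of compound wells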
PG9 Ab binder – PG9 antibody binding by small molecule; TR-FRET gp120-PG9 antibody binding; inhibition, % at 6.7 µM; 360,000 compounds, 0.43% hits; in the data active = inhibition above about 8.5%
PRMT1 inh – blocks human protein arginine methyltransferase 1 | Q99873 | recombinant PRMT1, activity-based probe fluorescence polarization | inhibition, % at 2.79 µM | 370,000 compounds, 1.3% hits | AID 652257;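 active = inhibition above about 21% made by adding two undisclosed values, limit read from the data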
SIAE inh – blocks human sialic acid acetylesterase | 370,000 compounds, 0.69% hits | AID 1053197 | SIAE FP-Rh probe binding, fluorescence polarization | inhibition, % at 9.66 µM;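 active = inhibition above a cutoff: mean of compounds within the control limits plus 3 SD of those, cut at about 17% in these data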;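 note: 0% = plate median of compound wells and 100% = probe without SIAE protein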
Starred values were filed as active, the others as inactive; . = not tested or not shown; & = joins results of further samples. These rows are one share of the data; the hit share may differ from the screen's.

SMILES	Rev-erbA mod	TDP2 absorb	TCR-CD3 inh	ABHD4 inh	rCAG RNA binder	HTRA1 inh	LEDGF integ inh	PG9 Ab binder	PRMT1 inh	SIAE inh
COc1ccccc1/C=C1\SC(=O)N(CCC(=O)N2CCCCC2CCO)C1=O (stereo unspecified)	5.2	2.1	3.2	-4.5	-2.5	-14.0	0.5	-1.7	3.6	-4.9
NC(=O)c1ccc(/C(N)=N/S(=O)(=O)c2cc(C(F)(F)F)cc(C(F)(F)F)c2)cc1	-3.2	4.0	7.5	-8.8	1.6	.	0.1	-0.3	-2.3	4.7
OC(CSc1ccccc1)CN1CCN(c2ccc(Cl)cc2)CC1 (stereo unspecified)	-5.9	3.4	-5.1	-1.8	2.7	-2.0	0.0	-1.4	-1.6	-1.2
CC(C)CN(CC(C)C)C(=O)c1cc2c(=O)n3ccccc3nc2s1	4.3	-13.8	3.7	3.1	-3.2	-8.1	-3.3	0.1	-0.7	-0.1
O=S(=O)(O)CCS	3.2&2.2	3.0	4.3	2.8	1.5	2.8	-1.5	-0.8	-3.5	3.2
COc1ccc(-n2cnc3sc(-c4ccccc4)cc3c2=O)cc1	-1.1	12.7	0.5	2.0	-1.2	-5.2	-2.7	-0.9	-2.6	0.2
CN1OC[C@@H]2CN[C@H](c3cccc(N4CCOCC4)c3)C[C@@H]21	1.4	0.7	-4.8	5.0	2.2	-2.1	-6.6	-0.6	0.9	4.4
CC(C)NS(=O)(=O)c1ccc(N2C(=O)c3ccccc3C2=O)cc1	-4.6	13.0	4.1	-2.1	-1.3	3.2	1.1	0.8	1.6	-3.2
O=C(CN(Cc1ccccc1Cl)C(=O)CNS(=O)(=O)c1ccc(F)cc1)NCC1CCCO1 (stereo unspecified)	7.8	-14.0	1.3	0.2	0.8	4.1	-3.1	-2.2	0.4	8.1
O=C(CC(=O)N/N=C/c1ccccc1)NCc1ccccc1	-2.2	-1.4	-2.2	0.2	-1.9	-2.6	0.9	-0.6	-0.2	-3.0
CC12CCC(=O)N1C(C(=O)OCC(=O)Nc1cccc(Br)c1)CS2 (stereo unspecified)	-4.8	-2.3	-0.1	0.3	-2.1	-2.2	-5.2	1.9	3.2	-0.3
O=C1C2C3C=CC(C3)C2C(=O)N1CCCCN1C(=O)C2C3C=CC(C3)C2C1=O (stereo unspecified)	0.3	4.7	-12.8	-3.0	-0.6	1.8	-0.9	0.7	1.2	11.9
CC1CCCC(C)N1/N=C/c1ccc(O)c(O)c1 (stereo unspecified)	-13.6	-6.3	23.3*	36.5*	6.3	43.3*	19.9*	0.5	7.2	5.7
CCOc1ccccc1NC(=O)COC(=O)c1ccc2ccccc2n1	3.1	-5.5	-2.4	-1.6	-1.8	-0.3	-0.8	0.7	2.2	-2.7
Cc1ccc(-n2nc3c([n+]2[O-])CCc2nonc2-3)cc1	3.9	4.3	6.0	-4.2	-4.2	-5.2	-2.3	-0.8	-0.7	1.7
CCOc1ccccc1CN1CCNC(=O)C1CC(=O)NCc1cc(C)n(C)n1 (stereo unspecified)	2.5	6.5	-7.6	0.9	-2.5	10.2	-5.2	0.5	4.6	3.1
COc1cc(NC(=O)CN(c2ccc(C)cc2)S(=O)(=O)c2c(C)noc2C)cc(OC)c1	3.1	14.3	3.0	-20.6	2.6	-39.2	3.9	0.5	-1.5	-25.8
Brc1ccc(C2NCCS2)cc1 (stereo unspecified)	-5.2	3.5	2.5	2.2	3.4	-4.8	9.0	0.1	31.8*	1.1
C=CC[C@@H](CC(=O)NCCO)C(=O)NC[C@H](OC(=O)[C@@H](CC=C)Cc1ccc(F)cc1)c1ccccc1	4.6	4.2	2.8	-2.5	-10.2	-5.0	-0.8	-0.8	-0.2	-0.2
COc1cccc(/C=C/c2onc(C)c2S(=O)(=O)N2CCC(C(=O)NC3CCCCCC3)CC2)c1	-2.1	-2.9	2.1	-8.5	3.7	-12.7	1.2	0.6	-7.2	-2.2
C1=CC2CC1CC2CNCc1ccco1 (stereo unspecified)	0.8	10.0	-1.6	4.4	-2.9	0.4	3.2	0.4	-0.9	-3.9
CN(CC(=O)Nc1ccccc1Cl)C(=O)CCNC(=O)Nc1ccccc1	1.8	-3.1	2.1	-2.7	-1.3	-0.6	5.9	-0.9	-8.6	4.0
COCCOC(=O)N1CCCCC1c1cc(C(=O)Nc2cccc3c2CCCC3)no1 (stereo unspecified)	-6.9	-8.9	3.6	5.5	0.3	.	6.0	0.2	0.2	-1.2
NC(=O)c1c(N)[nH]c(C(=O)c2ccccc2)c1-c1ccccn1	-1.7	-5.6	.	4.1	.	.	0.4	.	3.2	3.3
O=C(Cc1cccs1)NCC1CCCO1 (stereo unspecified)	0.0	-0.3	-1.8	-1.6	1.7	-4.2	-2.5	-1.0	-2.6	-0.3
COC(=O)CC/C(O)=C1\C(=O)CC(C)(C)CC1=Nc1ccccc1OC	5.6	-10.6	8.0	1.3	1.4	0.3	1.1	-0.3	1.1	-2.8
COc1ccc(N2CC(C(=O)Nc3cccc(C)n3)CC2=O)cc1 (stereo unspecified)	-3.0	-13.5	2.6	4.0	-2.7	2.0	0.8	-3.4	-3.2	-1.4
O=C(CN1C(=O)NC2(CCCCCCC2)C1=O)NC(=O)NCc1ccco1	4.5	4.0	4.9	1.1	-1.6	-1.3	-3.4	0.2	0.7	-1.5
Cc1cccc(C)c1N/C=C/c1onc(C)c1[N+](=O)[O-]	1.9	6.6	-0.9	4.8	0.7	8.8	1.7	1.3	-0.4	-3.8
C#CCCC(=O)Nc1sc2c(c1-c1nc3ccccc3s1)CCN(C(C)C)C2	1.5	1.1	.	7.4	.	.	-2.1	.	15.6	-3.3
COc1cc(/C=C/C(=O)OCC(=O)N2CCC(C)CC2)ccc1O	2.8	0.7	-1.4	-3.5	-1.4	-5.5	5.7	-2.5	-3.1	7.7
CCCC1(CCC)NC(=O)N(CC(=O)Nc2cccc(OC)c2)C1=O	3.6	9.7	4.0	-2.0	-1.9	-3.9	1.8	0.2	0.8	-5.1
O=S(=O)(Nc1ccc(Cc2ccncc2)cc1)N1CCCC1	-6.2	9.1	-0.8	2.1	-1.8	2.2	24.9*	-1.4	-0.4	5.1
c1ccc2c(c1)COc1c3ncccc3nn1-2	5.3	-13.3	7.1	7.3	0.6	-2.9	-1.3	1.7	-5.2	12.7
O=C(O)C1CCCCC1C(=O)Nc1ccc(OCc2ccccc2)cc1 (stereo unspecified)	2.0	-3.3	-0.5	-1.9	4.4	-3.0	-1.6	-2.5	-2.7	-3.7
c1ccc(COC(CN2CCCCCC2)CN2CCCCCC2)cc1	5.7	3.7	3.2	2.4	0.6	8.0	0.6	-1.4	-2.3	-0.7
COCCNC(=O)CCc1nnc2ccc(N3CCC(C)CC3)nn12	7.1	4.0	-0.3	1.4	-7.2	0.3	-0.1	1.7	-2.8	3.3
O=C(CC(=O)NN=C1CCCCCC1)NCc1cccnc1	-0.7	-13.5	-9.0	-2.6	0.6	2.3	-3.2	-3.2	0.2	0.7
O=C(NC1CCCCC1)N(Cc1nc2ccccc2c(=O)[nH]1)C1CCCCC1	-6.2	4.3	-2.9	0.7	-5.7	1.4	1.2	-0.8	-2.1	1.0
O=C(C1Cc2ccccc2CN1C(=O)c1ccco1)N1CCN(c2ccccc2)CC1 (stereo unspecified)	-4.2	-0.7	3.2	7.9	4.6	-5.3	0.9	-0.2	-0.3	1.7

Molecules listed so far that contain an NH in an aromatic ring, in the order listed:
SMILES	Rev-erbA mod	TDP2 absorb	TCR-CD3 inh	ABHD4 inh	rCAG RNA binder	HTRA1 inh	LEDGF integ inh	PG9 Ab binder	PRMT1 inh	SIAE inh
NC(=O)c1c(N)[nH]c(C(=O)c2ccccc2)c1-c1ccccn1	-1.7	-5.6	.	4.1	.	.	0.4	.	3.2	3.3
O=C(NC1CCCCC1)N(Cc1nc2ccccc2c(=O)[nH]1)C1CCCCC1	-6.2	4.3	-2.9	0.7	-5.7	1.4	1.2	-0.8	-2.1	1.0

Further compounds:
SMILES	Rev-erbA mod	TDP2 absorb	TCR-CD3 inh	ABHD4 inh	rCAG RNA binder	HTRA1 inh	LEDGF integ inh	PG9 Ab binder	PRMT1 inh	SIAE inh
C[C@H](CO)N1C[C@H](C)[C@@H](CN(C)Cc2ccc(-c3ccccc3)cc2)Oc2c(NS(=O)(=O)c3cn(C)cn3)cccc2C1=O	-0.5	1.9	3.2	-4.1	1.6	-53.2	-1.4	0.9	-1.1	-0.1
CCC(C)NS(=O)(=O)c1ccc(NC(C)=O)cc1 (stereo unspecified)	-3.4	3.0	7.1	-1.4	-1.0	-5.8	-1.4	-0.4	1.3	-3.8
CCNC(=O)/C(=C\C=C\c1ccccc1)NC(=O)c1ccc(Br)o1	-6.1	16.4	1.3	-3.7	0.1	3.0	3.9	-1.4	-4.3	8.7
COC(=O)Nc1ccc(S(=O)(=O)NC2CCCCC2)cc1	-9.1	-9.8	2.6	-15.1	2.3	0.7	-0.4	-2.9	-6.4	-11.3
CCC(=O)c1ccc(OCC(=O)NNC(=O)c2cc(C)oc2C)cc1	-0.1	-13.5	-6.5	-7.2	1.3	1.7	-1.7	-0.3	-2.9	4.7
CC1CCc2nc(NC(=O)C3CC3)sc2C1 (stereo unspecified)	4.0	8.9	1.7	-0.7	-3.9	-1.9	-1.8	0.4	-1.0	1.2
CC(C)CC(=O)Nc1ccccc1N1CCN(c2ccccc2)CC1	0.1	-5.9	2.6	-1.0	-7.0	5.1	-7.8	-1.0	-1.6	-3.9
Cc1cccc(NC(=O)C2(C)CC3c4ccccc4C2c2ccccc23)c1 (stereo unspecified)	1.3	-1.4	6.3	-0.9	0.9	-5.7	1.0	1.2	-1.8	-2.8
O=[N+]([O-])c1ccc(Cl)cc1C=NNc1ccccn1	3.1	7.2	-3.8	-0.4	2.0	2.2	1.2	-1.1	-3.2	4.9
Nc1ccccc1C(=O)Nc1cccc2ccccc12	4.5	-0.5	-6.8	-1.4	-2.1	1.6	1.0	1.5	-1.8	2.0
CCCNC(=O)C1(C)CCCN(Cc2ccccc2F)C1 (stereo unspecified)	-4.8	2.1	-3.7	3.2	-2.8	.	-0.7	-0.5	1.8	-0.2
O=C(CSc1nnc(-c2ccccc2)n1Cc1ccco1)NCc1ccc2c(c1)OCO2	2.1	0.5	2.8	2.0	3.6	-1.8	-4.8	-0.1	3.7	0.0
CCCCC(=O)NC(c1ccc(Cl)cc1Cl)c1ccc2cccnc2c1O (stereo unspecified)	-2.3	-10.6	-1.2	11.2	4.9	47.8*	6.9	1.2	-2.1	3.6
O=C(NCc1ccncc1)c1ccc(NS(=O)(=O)c2cccc([N+](=O)[O-])c2)cc1	9.4	-2.7	-2.4	-4.7	6.7	5.8	-0.8	1.7	3.7	3.2
COc1ccc(C(=O)O)cc1S(=O)(=O)N(CCc1ccccc1)Cc1ccccc1	2.3	11.3	1.3	-0.2	33.7	-15.9	0.3	-0.3	1.3	-5.8

Among those listed so far, these contain two or more sulfur atoms:
SMILES	Rev-erbA mod	TDP2 absorb	TCR-CD3 inh	ABHD4 inh	rCAG RNA binder	HTRA1 inh	LEDGF integ inh	PG9 Ab binder	PRMT1 inh	SIAE inh
O=S(=O)(O)CCS	3.2&2.2	3.0	4.3	2.8	1.5	2.8	-1.5	-0.8	-3.5	3.2
C#CCCC(=O)Nc1sc2c(c1-c1nc3ccccc3s1)CCN(C(C)C)C2	1.5	1.1	.	7.4	.	.	-2.1	.	15.6	-3.3
